# High-throughput results as filed in PubChem BioAssay.
# Eya2 phos inh: inhibitors of human Eya2 phosphatase activity; O00167; 330,000 compounds, 0.006% hits; recombinant Eya2, OMFP fluorescence dephosphorylation (OMFP is methylfluorescein phosphate); AID 488837; Potency, µM (top dose mostly 76.9 µM), for the others: at the highest dose activity, negative = inhibition, most hits filed as inhibitors; further: potency means the concentration at half of the fitted maximal effect
#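 Eya2 protein (added as 0.2 uM solution) was preincubated with compound for 10 min at ambient temperature in 50 mM HEPES pH 7.5, 50 mM NaCl, 5 uM MgCl2, 0.05% BSA, 1 mM DTT. OMFP (added at 50 uM) then reacted 10 min; fluorescence read at 485/525 nm.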
# USP2a block: blocks human ubiquitin-specific protease USP2a; Potency, µM (top dose mostly 38.3 µM), inactives show at the top dose activity change, negative = inhibition, actives largely listed as inhibitors; O75604; 330,000 compounds, 0.01% hits; USP2 core, Ub-CHOP2 coupled fluorogenic reporter, 485/531;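 further: potency means the concentration at half of the fitted maximal effect; plate controls were DMSO wells for no effect and full inhibition by NEM control for full effect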
# Target sequence (O75604 whole entry, looked up): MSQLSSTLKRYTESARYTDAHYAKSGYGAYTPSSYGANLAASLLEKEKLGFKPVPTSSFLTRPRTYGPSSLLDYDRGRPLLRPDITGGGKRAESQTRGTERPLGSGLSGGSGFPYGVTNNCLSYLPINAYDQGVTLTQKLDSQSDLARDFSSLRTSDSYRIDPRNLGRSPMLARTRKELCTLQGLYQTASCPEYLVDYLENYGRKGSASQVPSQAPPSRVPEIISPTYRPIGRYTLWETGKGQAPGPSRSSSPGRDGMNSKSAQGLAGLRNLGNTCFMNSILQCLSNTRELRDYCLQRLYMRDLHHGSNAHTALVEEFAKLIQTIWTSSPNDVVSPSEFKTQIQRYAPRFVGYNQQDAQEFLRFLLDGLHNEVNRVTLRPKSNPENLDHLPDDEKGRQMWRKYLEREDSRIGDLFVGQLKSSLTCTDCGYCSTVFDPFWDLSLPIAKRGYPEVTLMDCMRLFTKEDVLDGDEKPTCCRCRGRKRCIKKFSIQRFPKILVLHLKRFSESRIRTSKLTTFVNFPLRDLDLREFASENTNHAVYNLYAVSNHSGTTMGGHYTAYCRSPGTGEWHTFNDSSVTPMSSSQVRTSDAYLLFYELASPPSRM
#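 Cell-free coupled assay: 10nM USP2 core preincubated 30min RT with compound in Tris-HCl pH 8.0/CaCl2/CHAPS buffer, then 25nM Ub-CHOP2 and 25nM reporter substrate; fluorescence (Ex 485/Em 531) read after 60min RT, normalized to NEM inhibition, concentration-response curves fitted.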
# PKM2 act: increases activity of human pyruvate kinase M2; P14618; 260,000 compounds, 0.34% hits; purified PKM2, Kinase-Glo ATP luminescence, activation; response scale: 0% is enzyme alone, no compound; Potency, µM (top dose mostly 57.5 µM), inactives show at the highest dose activation, actives largely listed as activators; AID 1631; further: potency means the concentration at half of the fitted maximal effect; nearly all actives have a fitted effect of over 55% in size
#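 ATP formation by purified human PK-M2, quantified via coupled luciferase luminescence after 1 h at room temperature with 0.1 mM ADP and 0.5 mM PEP final.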
# FBPA coupling cs: coupling enzyme interference in Giardia aldolase counter-screen; coupling enzyme system counterscreen, AmpLite Red fluorescence; activity change, negative = inhibition, % at 58.2 µM, hits read low; 290,000 compounds, 0.67% hits; AID 2472; in the data active means activity change below about -30%
#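 Final compound at 57.5 uM, incubated 10 min at RT with coupling enzyme reagent (glyceraldehyde-3-phosphate), then 20 min with substrate and AmpLite Red detection. Fluorescence read at 525/598 nm; tests interference with the coupling assay, not aldolase inhibition.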
# uPA surface inh: blocks generation of uPA at the cell surface. Potency, µM (series often up to 38.3 µM), for inactives: top-dose activity change, negative = inhibition, most hits filed as inhibitors. 330,000 compounds, 0.31% hits. AID 540303. cell surface uPA generation assay, qHTS; active means well fitted inhibition curve with a large enough effect; inconclusive means small, poorly fitted or top-dose-only effect; inactive means no such curve, though single readings can be large or run the other way; tested in mouse RAW 264.7 cells; further: potency means the concentration at half of the fitted maximal effect; nearly all actives have a fitted effect of over 55% in size
# B2AR arrestin: agonists driving beta-arrestin recruitment to human beta2-adrenergic receptor; P07550; beta-arrestin recruitment to beta2AR, cell-based reporter; Potency, µM (series often up to 46.1 µM), inactives show at the highest dose activation, usual class: activators; 330,000 compounds, 0.02% hits; AID 492947;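 further: potency means the concentration at half of the fitted maximal effect; 0% = DMSO controls and full agonism = EC100 isoproterenol or metaproterenol; nearly all actives have a fitted effect of over 65% in size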
# GALK inhibitor: blocks human galactokinase activity; Purified GALK, Kinase-Glo residual ATP luminescence; Potency, µM (titrated, usually from 57.5 µM), inactives show at the highest dose activity change, negative = inhibition, actives largely listed as inhibitors; 270,000 compounds, 0.007% hits; AID 1868; further: potency means the concentration at half of the fitted maximal effect
# Target sequence (P51570 whole entry, looked up): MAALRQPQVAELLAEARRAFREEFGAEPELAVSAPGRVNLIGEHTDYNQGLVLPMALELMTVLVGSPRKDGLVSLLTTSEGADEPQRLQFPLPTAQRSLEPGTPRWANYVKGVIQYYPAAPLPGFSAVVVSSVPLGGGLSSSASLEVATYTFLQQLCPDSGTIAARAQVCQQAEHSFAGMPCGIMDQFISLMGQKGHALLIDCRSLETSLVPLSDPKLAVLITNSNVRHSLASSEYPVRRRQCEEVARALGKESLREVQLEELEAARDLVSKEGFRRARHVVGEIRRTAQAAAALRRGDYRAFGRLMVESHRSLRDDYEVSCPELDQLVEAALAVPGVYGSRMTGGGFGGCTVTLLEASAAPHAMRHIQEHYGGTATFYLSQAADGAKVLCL
#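 Compounds were pin-transferred into ATP buffer (35 uM final), then GALK plus galactose (5 nM, 100 uM final) was added. After 1 h at room temperature, Kinase-Glo Plus was added and luminescence read after 10 min.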
# KCNH2 3.1 inh: blocks the human KCNH2 3.1 channel isoform | U2OS KCNH2 3.1, thallium flux FluxOr; stronger effect = lower value | activity change, % (tested at about 1.8 µM) | 340,000 compounds, 0.95% hits;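 active means maximum activity change below -70%; inconclusive means maximum activity change from -70% to -50%; inactive means maximum activity change above -50%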;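 further: thallium influx rate constant from kinetic fluorescence after stimulation buffer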
#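 Measured as rate of thallium-driven FluxOr signal in transduced U2OS cells carrying the 3.1 channel, read kinetically for 2 min upon stimulation; values are rate constants scaled to DMSO control wells.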
# hERG WT inh: KCNH2 (human, wildtype) channel inhibition; activity change, % at 1.84 µM; U2OS, BacMam KCNH2, thallium flux FluxOr; stronger effect = lower value; 340,000 compounds, 0.37% hits; Q12809;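 active means maximum activity change below -70%; inconclusive means maximum activity change between -70% and -50%; inactive means maximum activity change above -50%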
#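 U2OS cells were transduced with wild-type KCNH2 virus (2.03 x 10^8 / mL) for 4 h at room temperature, then cultured overnight at 37 C. Thallium flux was read with FluxOr dye. Rate constants were normalized to DMSO controls.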
# Chronic BCR inh: blocks chronic active B-cell receptor signaling | ABC-DLBCL IkBa-CBG/CBR reporter, luminescence ratio, 4 h | Potency, µM (highest dose often 46.1 µM), inactives show at the highest dose ratio change, negative = lower green/red ratio, hits mostly inhibitors | 340,000 compounds, 0.05% hits; active means well fitted inhibition curve with a large enough effect in the signal ratio, with a control signal flat, not every such curve was filed as active; inconclusive means small, poorly fitted or top-dose-only effect, or effect the other way, or a change in a side signal; the % refers to the signal ratio;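 further: potency means the concentration at half of the fitted maximal effect; plate controls were basal doxycycline-induced cells for no effect and cells given 10 µM MG132 for full effect; MG132 reads +100%, hits lower the ratio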
#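 TMD8 human ABC-DLBCL cells with doxycycline-inducible IκBα–green luciferase fusion and unfused red luciferase, in 0.5% FBS medium; compounds up to 46 uM, 4 h at 37C. Green/red luminescence ratio, filter-overlap corrected, fitted to concentration-response curves.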
# Giardia killer: kills Giardia lamblia. 340,000 compounds, 0.15% hits. AID 540267. activity change, % at 7.66 µM, hits read low. Giardia lamblia trophozoite viability; in the data active means activity change below about -80%; inconclusive means between about -30% and that limit;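 further: parasites exposed to compound for two days anaerobically before the ATP read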
#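 Anaerobic 48 hrs incubation at 37 deg C of 100 trophozoites/well with test compounds; ATPLite 1-Step luminescence, 15-30 min RT, reports cellular ATP as viability.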
# Starred values were filed as active, the others as inactive; ? = inconclusive; · = no result given; [ ] = remark or other dose. Unless noted, the call rests on the fitted dose curve; in most records, active means well fitted curve in the direction sought with a large enough effect; inconclusive means small, poorly fitted or top-dose-only effect, or another doubt; inactive means no such curve, though single readings can be large; an effect the other way counts as inactive or inconclusive. Unless noted, on the % scale 0 is the no-effect control and ±100 the full control effect.
1. COc1cccc(OCc2cc(C(=O)N3C[C@H]4C[C@@H](C3)c3cccc(=O)n3C4)no2)c1
2. CCOC(=O)/C(=N\Nc1ccccc1)N1CC1
3. CCOc1ccc(/C=C2/C(=O)NC(=O)N(CCc3ccc(F)cc3)C2=O)cc1
4. Cc1ccc2c(c1)C1CN(C)CCC1N2C(=O)COc1ccc(S(=O)(=O)N2CCOCC2)cc1 (centres undefined)
5. C=CCn1c(O)c(C(CC)=NCCC2=CCCCC2)c(=O)[nH]c1=O
6. CCN(CC)c1ccc(N=Cc2c(O)n(CCc3ccc(OC)c(OC)c3)c(=O)[nH]c2=O)cc1
7. O=C(c1cc(C(=O)NCc2ccc(Cl)cc2)c(=O)n(Cc2ccc(Cl)cc2)c1)c1cc(F)ccc1O
8. CCN1CCN(C(=O)Cc2coc3ccc4ccccc4c23)CC1
9. CC(Cc1ccccc1Sc1ccc(O)cc1)N(C)C (centres undefined)
10. CN1CCN(c2ccc(N)cc2Cl)CC1
Compound,1,2,3,4,5,6,7,8,9,10
Eya2 phos inh,-1%,-6%,3%,-11%,2%,3%,-6%,12%,-7%,4%
USP2a block,-2%,3%,-1%,2%,2%,5%,0%,-1%,0%,1%
PKM2 act,3%,5%,12%,0%,-1%,5%,1%,0%,-5%,2%
FBPA coupling cs,1,2,6,-2,3,-6,-4,0,0,-32*
uPA surface inh,-2%,-3%,1%,-3%,-7%,1%,1%,-2%,-8%,2%
B2AR arrestin,?,0.0%,-0.8%,-0.2%,-0.2%,-1.6%,-1.6%,0.0%,-0.7%,-0.6%
GALK inhibitor,·,-2%,-4%,-1%,-1%,0%,3%,-1%,-5%,1%
KCNH2 3.1 inh,13,20,-1,12,-7,-33,-6,20,-34,0
hERG WT inh,-6,-1,0,3,-9,1,-3,17,-15,-2
Chronic BCR inh,20%,1%,2%,5%,5%,-10%,10%,?,-2%,-3%
Giardia killer,-7,-16,-4,11,-2,7,-4,10,3,20

# Quoted from above: entries 1 to 3
1. COc1cccc(OCc2cc(C(=O)N3C[C@H]4C[C@@H](C3)c3cccc(=O)n3C4)no2)c1
2. CCOC(=O)/C(=N\Nc1ccccc1)N1CC1
3. CCOc1ccc(/C=C2/C(=O)NC(=O)N(CCc3ccc(F)cc3)C2=O)cc1
Compound,1,2,3
Eya2 phos inh,-1%,-6%,3%
USP2a block,-2%,3%,-1%
PKM2 act,3%,5%,12%
FBPA coupling cs,1,2,6
uPA surface inh,-2%,-3%,1%
B2AR arrestin,?,0.0%,-0.8%
GALK inhibitor,·,-2%,-4%
KCNH2 3.1 inh,13,20,-1
hERG WT inh,-6,-1,0
Chronic BCR inh,20%,1%,2%
Giardia killer,-7,-16,-4

# Following part:
11. Cc1cccc(-n2c(O)c(C=NCCN3CCNCC3)c(=O)[nH]c2=S)c1
12. COC1=CC2[C@@H]3Cc4ccc(OC)c(O)c4[C@]2(CCN3C)CC1=O (some centres undefined)
13. CCN(CC)CCCN=C(C)c1c(O)n(-c2ccc(C)cc2)c(=O)[nH]c1=O
14. CCc1ccc(N2C(=O)NC(=O)/C(=C/c3cccn3CCOc3ccc(C)cc3)C2=O)cc1
15. CCN(CC)c1ccccc1
16. O=C(c1ccccc1)C1NC1c1ccccc1 (centres undefined)
17. COc1cccc(N2C(=O)NC(=O)/C(=C/c3ccc([N+](=O)[O-])s3)C2=O)c1
18. COC(=O)C1=C(c2cccc(OCc3ccccc3)c2)C[C@@H]2CC[C@H]1N2C(=O)NCc1ccccc1OC
19. O=C(Nc1ccccc1F)Oc1cccc(OC(=O)Nc2ccccc2F)c1
20. O=C(Cc1ccccc1)Oc1ccc([N+](=O)[O-])cc1
Compound,11,12,13,14,15,16,17,18,19,20
Eya2 phos inh,15%,12%,10%,-2%,8%,9%,6%,7%,3%,8%
USP2a block,5%,-3%,5%,-1%,0%,0%,0%,2%,5%,1%
PKM2 act,·,·,-6%,10%,·,0%,20%,·,-14%,2%[11.5 µM]
FBPA coupling cs,0,·,0,3,·,3,-10,·,0,-1
uPA surface inh,6%,-6%,·,-7%,5%,2%,2%,14µM*,-13%,-4%
B2AR arrestin,0.0%,0.2%,-0.2%,-0.2%,0.0%,-0.7%,-1.0%,2.9%,-0.3%,-0.4%
GALK inhibitor,-3%,·,2%,-7%,·,-2%,0%,·,13%,-2%
KCNH2 3.1 inh,1,0,6,13,9,16,0,11,-4,-3
hERG WT inh,-24,-25,-15,-26,-4,5,16,-7,14,26
Chronic BCR inh,-8%,0%,5%,-7%,1%,?,9%,?,?,4%
Giardia killer,-1,-1,0,18,-13,12,-15,16,20,32[activator]

21. CC(C)c1ccc(-n2c(O)c(C=NCCN3CCNCC3)c(=O)[nH]c2=S)cc1
22. O=c1c2ccccc2nc(-c2ccccc2)n1-c1ccccc1O
23. CN1CCN(Cc2cn3cccnc3n2)CC1
24. COc1ccc(OC)c(N2C(=O)NC(=O)C3(Cc4cc(C)ccc4N(C)C3)C2=O)c1 (centres undefined)
25. COC(=O)C1=C(c2cccc(OCc3ccccc3)c2)C[C@@H]2CC[C@H]1N2C(=O)NCc1ccc([N+](=O)[O-])cc1
26. Oc1ccc2c3c1OC1c4oc5ccccc5c4C[C@@]4(O)[C@@H](C2)N(CC2CC2)CC[C@]314 (some centres undefined)
27. FC(F)(F)c1cccc(-c2nc3nc(Cl)c(Cl)nc3[nH]2)c1
28. CCC(=O)c1cn(Cc2ccccc2)c2ccccc12
29. c1ccc2c(N3CCNCC3)cccc2c1
30. CCCCn1c(=O)c(C=Nc2cccnc2Cl)c(O)n(CCCCl)c1=O
Compound,21,22,23,24,25,26,27,28,29,30
Eya2 phos inh,?,-6%,-10%,12%,-13%,-25%,-18%,-2%,3%,-2%
USP2a block,2%,-3%,1%,0%,3%,-1%,-11%,-1%,·,3%
PKM2 act,·,3%,-3%,2%,·,·,-36%,-23%,·,11%
FBPA coupling cs,0,-3,2,0,·,·,-36*,-2,·,0
uPA surface inh,-2%,2%,0%,6%,-10%,17%,?,·,-8%,4%
B2AR arrestin,-0.7%,5.1%,0.3%,0.4%,0.4%,0.1%,0.3%,-0.4%,·,-1.2%
GALK inhibitor,4%,6%,2%,0%,·,·,-3%,-1%,·,2%
KCNH2 3.1 inh,-23,9,16,-3,-16,-47,1,-18,13,·
hERG WT inh,-10,-3,-5,-3,3,9,-17,4,8,-6
Chronic BCR inh,?,?,-1%,5%,3%,0%,?,-1%,·,0%
Giardia killer,-11,-22,-13,-9,7,-9,-13,23,8,-16

# Full records, quoted from the list:
# COc1ccc(OC)c(N2C(=O)NC(=O)C3(Cc4cc(C)ccc4N(C)C3)C2=O)c1 (centres undefined) in the list: Eya2 phos inh: 12%; USP2a block: 0%; PKM2 act: 2%; FBPA coupling cs: 0; uPA surface inh: 6%; B2AR arrestin: 0.4%; GALK inhibitor: 0%; KCNH2 3.1 inh: -3; hERG WT inh: -3; Chronic BCR inh: 5%; Giardia killer: -9
# CCC(=O)c1cn(Cc2ccccc2)c2ccccc12 in the list: Eya2 phos inh: -2%; USP2a block: -1%; PKM2 act: -23%; FBPA coupling cs: -2; uPA surface inh: ·; B2AR arrestin: -0.4%; GALK inhibitor: -1%; KCNH2 3.1 inh: -18; hERG WT inh: 4; Chronic BCR inh: -1%; Giardia killer: 23

# The listing continues:
31. O=P1(NCCCl)OCCCN1CCCl (centres undefined)
32. CCC(C)NC(=O)CN1C(=O)CN=C(c2ccccc2)c2ccccc21 (centres undefined)
33. CCCCCn1c(=O)c(C(=O)Nc2nc(CC(=O)OCC)cs2)c(O)c2ccccc21
34. Cc1oc(-c2ccc(Cl)cc2)nc1CS(=O)CC(=O)N1CCC2(CC1)OCCO2 (centres undefined)
35. Cc1nn(Cc2ccccc2)c(C)c1C(=O)OCC(=O)Nc1cccc(S(N)(=O)=O)c1
36. COc1ccc(-c2nc3ccc(C(=O)N4CCC5(CC4)OCCO5)cc3nc2-c2ccc(OC)cc2)cc1
37. O=C(CSCc1ccccc1Cl)Nc1ccc2c(c1)OCCO2
Compound,31,32,33,34,35,36,37
Eya2 phos inh,-34%,7%,8%,15%,-15%,-19%,4%
USP2a block,2%,11%,5%,1%,0%,-7%,0%
PKM2 act,·,5%,-1%,2%,21%,·,-6%
FBPA coupling cs,2,1,1,3,6,·,-1
uPA surface inh,-4%,1%,9%,-4%,13%,1%,-3%
B2AR arrestin,-1.2%,0.0%,0.3%,0.5%,-0.1%,-0.9%,0.3%
GALK inhibitor,·,1%,12%,0%,15%,4%,-3%
KCNH2 3.1 inh,27,13,-1,-18,3,0,-10
hERG WT inh,4,-1,-4,13,7,3,2
Chronic BCR inh,2%,8%,-6%,11%,-4%,-3%,?
Giardia killer,-1,18,-5,21,5,-27,-13

# This is a subset (hit frequency here may not be typical).
